MT stabilize HCS: microtubule stabilizers in HeLa cells, primary screen, imaging, high-content imaging. AID 2205, 2009. HeLa tubulin immunostaining HCS, 24 h; share of cells brighter than vehicle mean+2SD. hit rate 0.83% among 200,000. % tubulin-high responders, % at 10 µM;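 active means plate Z-score above 3 for both tubulin-high and condensed-nucleus cell shares, with cell loss under 80%, at 10 µM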;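 further: anti alpha tubulin signal scored within the nucleus-defined area of each cell; some results filed as inactive read as strong as hits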
Ins promoter up: insulin promoter activators in MIN6 cells, imaging, high-content screening, mouse beta cells. MIN6 insulin promoter-GFP reporter; active compounds read high. hit rate 0.3% among 190,000. z-score at 5 µM. AID 1625, 2009;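 active means z-score above 3 at 5 µM with at least 500 cells counted in the well; inconclusive means wells under 500 cells, flagged as cytotoxic or low count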
T cell HTS: modulators of CD8 T cell-vesicle binding, primary screen, mouse 2C CD8+ T cells, flow cytometry; 2C CD8+ T cell-vesicle binding; active compounds read low; calls only at 7 µM; hit rate 0.068% among 330,000; AID 2052, 2009;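 active means response, share of CD8 T cells binding vesicles, and their 90th percentile fluorescence all below set limits, cut at about 80% in these data, passing the limit was not always enough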
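Material: 2C TCR transgenic mouse naive CD8+ T cells, MACS-purified. Also added: QL9-charged Drosophila Ld/ICAM-1/B7-1 vesicles. Timing: binding 1.5 h at 37 °C. Measured by: high-throughput flow cytometry with anti-B7-1 and anti-CD8 staining. Read-out: percent CD8+ FL2 mean versus row control. Controls: Unloaded micro-vesicles (low), QL9 vesicles with 0.7% DMSO (high).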
bCat nuc transl: modulators of beta-catenin nuclear translocation, primary screen, imaging, HeLa cells, immunofluorescence, high-content | AID 1665, 2009 | hit rate 0.3% among 190,000 | nuclear translocation activity, % at 5 µM;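 active means nuclear translocation activity above 50% at 5 µM, with a well cell count of 50 or more; inconclusive means wells under 50 cells across six images, flagged as toxic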;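 further: per-cell ratio of nuclear to cytoplasmic median beta-catenin stain intensity; plate controls were DMSO negative control for no effect and GSK-3 inhibitor IX positive control for full effect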
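Test system: human HeLa cells, native beta-catenin. Compound dosing: 5 µM primary single dose, 0.1% DMSO, 0.02–20 µM confirmation series. Incubation: compound exposure 24 h at 37°C. Detection: beta-catenin immunostaining with DAPI counterstain, 20x imaging, 6 fields/well. Read-out basis: Nuclear/cytoplasmic beta-catenin signal ratio, % activation.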
WT yeast gro inh: growth inhibition of WT strain, primary screen, mitochondrial fusion inhibitor project, WT and mutant strains, chemical genetic. mitochondrial fusion phenotypic screen. inhibition, % at 10 µM. AID 1362, 2008. hit rate 2.1% among 190,000; in the data active means inhibition above about 58%; tested in S. cerevisiae
West Nile virus CPE: West Nile virus antiviral activity, cell-based, CPE readout (AID 1621); West Nile virus-infected cells, CPE inhibition; higher % means a stronger effect; one-dose CPE inhibition, % at 10 µM; IC50 in µM for titrated hits; hit rate 0.02% among 290,000; in the data active means a potency from the dose series; inconclusive means CPE inhibition mostly from about 3.7% at the one dose, without a potency; inactive means the rest, 99 in 100 with CPE inhibition below about 2.2%; further: strong numbers were not always called active
Hep lipid drop: inhibitors of hepatocyte lipid droplet formation, primary screen, imaging, high-throughput imaging, BODIPY stain; inhibition, % at 6.5 µM; hit rate 0.4% among 240,000; AML12 mouse hepatocytes, oleate lipid droplets;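 active means lipid droplet intensity inhibited by at least 50%, with more than 500 cells counted; inconclusive means wells with under 300 cells, treated as cytotoxic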
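System: AML12 hepatocytes (mouse). Probe or stimulus: oleic acid at 100 µM to induce lipid droplet formation. Times: overnight treatment with compound plus oleate. Detection: Image-based BODIPY and DAPI two-channel analysis. Evaluation: percent inhibition of filter-corrected integrated lipid droplet intensity per well.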
Autophagy HCS: autophagy modulators in MEF cells, primary screen, imaging, high-content, MEF GFP-LC3. hit rate 0.98% among 190,000. calls only at 10 µM (by protocol). MEF GFP-LC3 puncta imaging; test concentration mostly 10 µM;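 active means percentage of spot-positive cells more than 3 SD above its plate mean, without a fluorescence outlier flag or 80% toxicity; inconclusive means no clear call, values can overlap the other calls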;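 further: spot-positive cell cutoff set from DMSO-treated cells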
Myeloid diff 2: induction of myeloid progenitor differentiation, primary screen, cell-based, flow cytometry, MLPCN library. calls only at 10 µM. hit rate 1% among 360,000. ER-HoxA9 myeloid progenitors, lysozyme-GFP differentiation;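 active means normalized GFP-positive differentiation at or above the plate's own cutoff, the solvent-only control mean plus 3 SD; inconclusive means no clear call, values can overlap the other calls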;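 further: cells exposed to compound for four days before flow analysis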
WT yeast gro inh mutant strain: also measured in WT yeast gro inh; calls as there; inhibition, %; mitochondrial fusion phenotypic screen, mutant strain inhibition
Ins promoter up cell count: second read-out of Ins promoter up, no call of its own (marks repeat the call); cell count; measured here: cytotoxicity, nuclei count;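 total cells summed across four imaged fields per well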
Hep lipid drop cells 6.5 µM: second read-out of Hep lipid drop, no call of its own (marks repeat the call); cell count; measured here: cell count, cytotoxicity flag;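 cells counted across two imaged fields per well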
bCat nuc transl cell count 5 µM: second read-out of bCat nuc transl, no call of its own (marks repeat the call); cell count; measured here: cell count, cytotoxicity flag
T cell HTS vesicle-bound %: second read-out of T cell HTS, no call of its own (marks repeat the call); double positive events, %; measured here: CD8+ vesicle-bound cell fraction;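 binding gate set so that unloaded-vesicle control wells show 10% double positive cells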
MT stabilize HCS Hoechst-high %: further read-out of MT stabilize HCS, marked with its call; % Hoechst-high responders; measured here: nuclear condensation Hoechst responders;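 share of cells brighter than vehicle mean plus two SD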
MT stabilize HCS cytotoxicity %: also measured in MT stabilize HCS; calls as there; toxicity, %; measured here: cytotoxicity by cell density;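 0% = mean cell density of plate MIN control wells and 100% = no cells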
Autophagy HCS cell loss 18 h: second read-out of Autophagy HCS, no call of its own (marks repeat the call); toxicity, %; measured here: cell loss, nuclei count;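 cell loss after 18 h compound exposure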
Myeloid diff 2 GFP+ MAC1+ %: further read-out of Myeloid diff 2, marked with its call; GFP+ MAC1+ double positive, %; measured here: differentiation confirmed by MAC1 staining
An asterisk follows results filed as active; i = inactive; ? = inconclusive; nt = not tested or not shown.

SMILES	MT stabilize HCS	MT stabilize HCS Hoechst-high %	MT stabilize HCS cytotoxicity %	Ins promoter up	Ins promoter up cell count	T cell HTS	T cell HTS vesicle-bound %	bCat nuc transl	bCat nuc transl cell count 5 µM	WT yeast gro inh	WT yeast gro inh mutant strain	West Nile virus CPE	Hep lipid drop	Hep lipid drop cells 6.5 µM	Autophagy HCS	Autophagy HCS cell loss 18 h	Myeloid diff 2	Myeloid diff 2 GFP+ MAC1+ %
COc1ccc(N(CC(=O)Nc2ccc3c(c2)OCO3)S(C)(=O)=O)c(OC)c1	5.5	3.3	8.0	0.43	1115	i	31	-1.3	1187	-3	-8	-0.5%	nt	nt	i	-19	i	0.8
CCn1c(CSc2ncccn2)nnc1SCC(=O)N1CCc2ccccc21	1.4	1.2	6.4	-0.1	747	i	32	-4.1	933	9	4	nt	nt	nt	i	-7	i	3.6
Cc1nc2ccc(N=NN(C)C)cc2[nH]1	nt	nt	nt	-0.01	1107	i	32	-0.5	1363	nt	nt	0.4%	23	691	nt	nt	i	0.2
COc1ccc(N2C(=NC(C)=O)SC3CS(=O)(=O)CC32)cc1OC (stereo not drawn)	1.3	2.4	9.3	0.25	1227	i	48	-3.3	960	nt	nt	0.1%	nt	nt	i	7	i	1.2
O=C(Nc1cc(SCCO)cc([N+](=O)[O-])c1)c1ccc(Br)o1	1.4	2.9	11	0.05	1207	i	49	2.0	574	-2	-6	-0.1%	-8	566	i	13	i	0.3
CCc1ccc(NC(=O)CCc2nc3ccccc3[nH]2)cc1	2.8	2.5	9.9	-0.67	1586	i	33	0.6	946	-7	-11	-0.2%	24	664	i	-12	i	0.8
CC(=O)NN1C(=O)/C(=C\c2ccc(Br)o2)SC1=S	7.2	3.1	8.8	0.43	1294	i	24	-1.2	498	-12	-23	-0.5%	0	747	i	-16	i	0.3
O=C1c2ccccc2C(Nc2ccc(S(=O)(=O)N3CCOCC3)cc2)N1Cc1ccco1 (stereo not drawn)	1.3	3.6	7.8	0.13	907	i	31	nt	nt	-3	-12	0.3%	nt	nt	i	-2	i	1.9
O=[N+]([O-])c1cccc2c(Cl)ccnc12	3.2	2.7	0.3	-0.49	1710	i	54	0.1	940	-5	0	1.1%	-6	709	i	21	i	0.2
Cc1nc([N+](=O)[O-])c(Sc2nc3ccc([N+](=O)[O-])cc3[nH]2)n1Cc1ccccc1	5.6	13	9.5	0.97	1302	i	45	-2.6	1037	0	-8	0.1%	20	635	i	2	?	nt
Cc1ccc2nc(C)c(Cl)c(=O)n2c1	3.3	2.1	10	-0.47	903	i	56	-1.7	1144	12	12	-0.1%	1	738	i	-6	i	0.9
Cc1ccccc1OCCSc1nnc(C)n1-c1ccccc1	1.3	1.2	8.0	nt	nt	i	41	-2.1	1041	21	11	1.0%	-13	790	i	-6	i	1.4
Cc1cc(-n2c(C)cc(C(=O)CSc3ccc4c(c3)OCCO4)c2C)no1	1.7	2.0	8.0	-0.71	1178	i	60	-1.4	783	-22	-11	-0.5%	nt	nt	i	-10	i	0.6
COCCCn1cc(C(=O)c2ccccc2OCC(=O)Nc2cccc(F)c2)cc(C#N)c1=O	3.3	3.2	2.3	0.08	1331	i	55	1.0	1022	-9	0	-0.1%	12	684	i	1	i	0.0
O=C(NCCSc1ccc(Br)cc1)c1ccc2nc[nH]c2c1	nt	nt	nt	nt	nt	i	67	nt	nt	nt	nt	-0.7%	6	620	nt	nt	i	0.0

Looked up above.
Reading for Cc1ccc2nc(C)c(Cl)c(=O)n2c1 under Ins promoter up cell count: 903
Reading for Cc1nc2ccc(N=NN(C)C)cc2[nH]1 under T cell HTS vesicle-bound %: 32

The listing continues:
SMILES	MT stabilize HCS	MT stabilize HCS Hoechst-high %	MT stabilize HCS cytotoxicity %	Ins promoter up	Ins promoter up cell count	T cell HTS	T cell HTS vesicle-bound %	bCat nuc transl	bCat nuc transl cell count 5 µM	WT yeast gro inh	WT yeast gro inh mutant strain	West Nile virus CPE	Hep lipid drop	Hep lipid drop cells 6.5 µM	Autophagy HCS	Autophagy HCS cell loss 18 h	Myeloid diff 2	Myeloid diff 2 GFP+ MAC1+ %
Cc1ccc(C)n1-c1c(C(=O)NN)cnn1-c1ccccc1	3.7	3.6	7.5	0.22	1286	i	67	-0.5	1134	-19	16	-0.8%	25	707	i	8	i	0.8
COc1ccc(-n2c(/C=C3\C(=O)N(C)c4ccccc43)nc3ccccc3c2=O)cc1	nt	nt	nt	-0.13	809	i	26	0.4	1318	nt	nt	0.4%	17	737	nt	nt	i	0.4
Cc1cc(Cl)ccc1OC(C)C(=O)NNC(=O)C1CCCCC1C(=O)O (stereo not drawn)	nt	nt	nt	nt	nt	i	8	nt	nt	nt	nt	-0.2%	5	683	nt	nt	i	0.9
C/C(=C\CCC1(C)C2CC3C(C2)C31C)C(=O)O (stereo not drawn)	nt	nt	nt	1.1	724	i	15	2.0	1049	nt	nt	-0.5%	11	696	nt	nt	i	4.2
O=C(NNS(=O)(=O)c1ccccc1[N+](=O)[O-])c1cccnc1	nt	nt	nt	0.25	887	i	50	-0.9	1292	nt	nt	0.4%	4	662	nt	nt	i	0.2
COCCCN1C(=O)c2[nH]nc(-c3ccccc3O)c2C1c1ccc(Cl)cc1 (stereo not drawn)	44*	23*	56*	0.61	1262	i	27	-0.1	946	-5	-3	-0.9%	0	730	i	-3	i	0.8
O=C1NC(=O)c2cc([N+](=O)[O-])cc3cccc1c23	nt	nt	nt	nt	nt	i	37	nt	nt	nt	nt	-0.5%	-10	823	nt	nt	i	1.3
COCCNC(=O)c1onc(CSc2ccc(F)c(F)c2)c1C(=O)O	2.4	0.9	4.4	-0.38	1200	i	11	1.3	1333	4	33	0.7%	nt	nt	i	-31	i	1.5
Cc1nnc(SCC(=O)N2CC(C)OC(C)C2)n1-c1ccccc1 (stereo not drawn)	nt	nt	nt	nt	nt	i	16	nt	nt	nt	nt	-0.3%	-1	737	nt	nt	i	0.0
Cc1cccc(NC(=O)CCc2c(C)nn(-c3ccc(N4CCOCC4)nn3)c2C)c1	nt	nt	nt	nt	nt	i	10	nt	nt	nt	nt	0.0%	5	776	nt	nt	i	2.1
Cc1ccc(Cn2c(CN3CC(C)OC(C)C3)nc3c2c(=O)[nH]c(=O)n3C)cc1 (stereo not drawn)	1.6	2.4	10	0.27	1392	i	44	0.7	1001	-2	14	0.7%	nt	nt	i	17	i	0.5
COC(=O)N/N=C(\C)c1ccc(C)c([N+](=O)[O-])c1	3.5	2.5	1.4	0.1	1490	i	49	0.4	1005	3	10	0.0%	-3	668	i	7	i	0.4
Cc1ccc(N2CCN(/N=C/C=C/c3ccccc3)CC2)cc1	1.7	2.7	12	0.06	1491	i	48	0.4	1073	1	1	-0.4%	24	636	i	-10	i	0.6
O=C(CCN1C(=O)C2CCCCC2C1=O)Nc1nc(-c2ccc(F)c(F)c2)cs1 (stereo not drawn)	2.2	2.4	4.3	-1.4	1208	i	28	-0.7	1058	12	-10	-0.3%	1	722	i	17	i	0.9
Nc1ncnc2c1ncn2CCN1CCOCC1	3.2	2.2	23	1.1	1294	i	32	-0.9	1019	-7	3	0.4%	-1	756	i	-4	i	0.6
CSc1cccc(CN2CCC(Oc3cccc(C(=O)N4CCCC4)c3)CC2)c1	nt	nt	nt	nt	nt	i	8	nt	nt	nt	nt	-0.6%	-1	740	nt	nt	i	0.0
CSC(=Nc1ccccc1)C(C#N)c1nc2ccccc2[nH]1 (stereo not drawn)	nt	nt	nt	-0.3	1053	i	18	1.0	1318	nt	nt	0.2%	-17	764	nt	nt	i	0.4
O=c1c2c(-c3ccco3)csc2nc(SCc2cn3cccnc3n2)n1-c1ccccc1	14	2.5	2.7	-1.1	1106	i	47	-5.6	927	-11	-1	0.5%	nt	nt	i	3	i	0.5
COc1ccc(-n2c(COc3ccc(Cl)cc3)nnc2SCc2ccc(C#N)cc2)cc1	1.8	1.5	9.4	-0.78	1324	i	10	4.8	1143	3	3	0.3%	-44	779	i	-5	i	1.4
Cc1nc(CSc2nsc(/C=C/N(C)C)c2C#N)cs1	2.0	2.2	2.1	0.46	1299	nt	nt	-4.6	1128	3	4	nt	0	655	i	6	i	0.2
COC(=O)CCSC(=S)N1CCOCC1	nt	nt	nt	-0.17	1106	i	56	-0.1	1330	nt	nt	0.1%	-32	707	nt	nt	i	0.5
Cn1cc([N+](=O)[O-])c(C(=O)Nc2ccc(C3CCCCC3)cc2)n1	3.6	2.3	2.4	-0.01	1434	i	31	6.0	981	34	22	?	20	752	i	19	i	0.5
CNC(=O)Cn1c(C)cc(=O)c2cccc(C)c21	nt	nt	nt	0	1451	i	26	0.2	1120	nt	nt	-0.3%	2	691	nt	nt	i	0.6
O=C(NCc1ccccc1)c1ccc(COCC(F)(F)F)o1	5.7	1.4	4.2	-0.06	1902	i	6	-1.7	1075	-13	-6	-0.7%	-2	687	i	-7	i	13

Compound activity from PubChem.
